Assay outcomes (PubChem BioAssay)
UHRF1 binding: UHRF1 methylated DNA binding inhibitors, primary screen, counter-screen for MBD2 inhibitor project, biochemical, TR-FRET, human UHRF1, single concentration. E3 ubiquitin-protein ligase UHRF1 (Homo sapiens), Q96T88. UHRF1 binding to methylated oligo. inhibition, % at 4.4 µM. actives 0.75% (n = 370,000). AID 687016, 2013; in the data active = inhibition above about 21%;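 note: UHRF1 SRA domain binding a hemimethylated CpG hairpin DNA probe; 0% = median of test compound wells and 100% = reference inhibitor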
PLC-gamma1 inh: PLC-gamma1 enzyme inhibitors, primary screen, biochemical, fluorescence, purified enzyme | actives 0.84% (n = 370,000) | AID 720700, 2013 | inhibition, % at 12.2 µM | 1-phosphatidylinositol 4,5-bisphosphate phosphodiesterase gamma-1 (Homo sapiens), P19174 | fluorogenic substrate; in the data active = inhibition above about 9.5%
MBD2 inh: inhibitors of MBD2 binding to methylated DNA, primary screen, biochemical, TR-FRET, DNA-binding domain, human | Methyl-CpG-binding domain protein 2 (Homo sapiens), Q9UBB5 | MBD2 binding to methylated oligonucleotide | inhibition, % at 4.4 µM | actives 0.31% (n = 370,000) | AID 686964, 2013; in the data active = inhibition above about 13%
PLCb3 inh: human PLC-beta3 inhibitors, primary screen, biochemical, fluorescence | Purified PLC-beta3, fluorogenic substrate | AID 720704, 2013 | actives 0.18% (n = 370,000) | 1-phosphatidylinositol 4,5-bisphosphate phosphodiesterase beta-3 (Homo sapiens), Q01970 | inhibition, % at 12.2 µM; in the data active = inhibition above about 11%;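 note: 0% = median of compound wells on plate and 100% = full blocker control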
ASAP1 inh: inhibitors of human ASAP1 ArfGAP activity, primary screen, biochemical, fluorescence polarization. Arf-GAP with SH3 domain, ANK repeat and PH domain-containing protein 1 (Homo sapiens), …. AID 624377, 2012. actives 0.19% (n = 360,000). ASAP1-stimulated ARF1 GTP hydrolysis, GDP FP detection. inhibition, % at 16.5 µM; in the data active = inhibition above about 25%;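 note: 0% = vehicle with enzyme and substrate and 100% = no enzyme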
Target sequence (Q9ULH1 325-724 limits assumed): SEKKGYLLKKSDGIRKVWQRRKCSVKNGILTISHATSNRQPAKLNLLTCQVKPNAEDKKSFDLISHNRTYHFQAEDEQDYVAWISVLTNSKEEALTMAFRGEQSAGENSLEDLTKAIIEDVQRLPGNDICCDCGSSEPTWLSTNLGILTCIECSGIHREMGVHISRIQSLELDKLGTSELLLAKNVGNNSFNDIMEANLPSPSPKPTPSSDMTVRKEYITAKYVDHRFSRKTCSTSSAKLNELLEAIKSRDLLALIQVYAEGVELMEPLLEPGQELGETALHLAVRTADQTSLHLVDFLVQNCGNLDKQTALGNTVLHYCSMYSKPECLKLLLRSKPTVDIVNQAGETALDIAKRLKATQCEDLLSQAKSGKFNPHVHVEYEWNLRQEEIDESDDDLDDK
DDE Tn6 FP inh: inhibitors of Tn6 peptide binding to fibrin DD(E), primary screen, biochemical, fluorescence polarization, human fibrin, Tn6 probe; AID 720509, 2013; Fibrin DD(E) TRITC-Tn6 fluorescence polarization displacement; actives 0.21% (n = 370,000); Fibrinogen beta chain (Homo sapiens), P02675; inhibition, % at 8.3 µM;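 active = inhibition above a per-campaign cutoff: mean of compounds within control limits plus 3 SD, cut at about 15% in these data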;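 note: 0% = median of all compound wells on the plate and 100% = blocking peptide control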
Target sequence (P02675 whole entry, looked up): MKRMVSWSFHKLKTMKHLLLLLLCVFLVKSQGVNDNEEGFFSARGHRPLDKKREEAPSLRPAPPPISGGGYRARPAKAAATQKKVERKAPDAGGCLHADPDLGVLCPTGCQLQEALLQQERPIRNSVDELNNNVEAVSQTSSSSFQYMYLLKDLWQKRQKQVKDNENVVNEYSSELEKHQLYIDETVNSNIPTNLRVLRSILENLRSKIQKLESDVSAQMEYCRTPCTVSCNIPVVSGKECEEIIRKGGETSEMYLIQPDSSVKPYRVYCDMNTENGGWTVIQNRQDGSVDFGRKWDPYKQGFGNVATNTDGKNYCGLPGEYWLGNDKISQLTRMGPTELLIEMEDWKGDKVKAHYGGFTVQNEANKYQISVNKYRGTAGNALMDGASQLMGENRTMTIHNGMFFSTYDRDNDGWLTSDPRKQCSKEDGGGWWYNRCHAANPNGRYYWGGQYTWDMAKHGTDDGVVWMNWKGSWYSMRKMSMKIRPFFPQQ
ADAM17 inh: ADAM17 inhibitors, primary screen, biochemical, QFRET | Disintegrin and metalloproteinase domain-containing protein 17 (Homo sapiens), P78536 | recombinant ADAM17, EDANS/DABCYL FRET peptide cleavage | inhibition, % at 6.95 µM | actives 0.83% (n = 370,000) | AID 720648, 2013;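 active = inhibition above the mean of compounds lying between control limits plus 3 SD, set per campaign, cut at about 8.5% in these data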;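 note: 0% = DMSO-only wells as the low control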
ARFGAP1 inhibitor: inhibitors of rat ARFGAP1 GAP activity, primary screen, biochemical, fluorescence polarization, GDP tracer; Arfgap1-stimulated ARF1 GTP hydrolysis, GDP FP detection; inhibition, % at 16.5 µM; actives 0.26% (n = 360,000);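 active = inhibition above a per-plate limit, mean inhibition of low control wells plus 3 SD, cut at about 25% in these data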;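 note: 0% = DMSO wells with enzyme and 100% = wells lacking Arfgap1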
Target sequence (Q62848 1-136 limits assumed): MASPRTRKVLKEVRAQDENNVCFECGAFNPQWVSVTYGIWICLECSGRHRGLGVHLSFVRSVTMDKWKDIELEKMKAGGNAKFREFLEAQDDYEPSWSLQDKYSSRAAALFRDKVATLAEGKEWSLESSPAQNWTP
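Material: truncated rat Arfgap1 GAP domain; Incubation: compound-enzyme preincubation 20 min, reaction 120 min, detection 60 min, 25 °C; Read-out: percent inhibition of Arfgap1-stimulated GTP hydrolysis; Technique: FP, GDP Alexa 633 tracer displaced from anti-GDP antibody, 620/688 nm; Controls: No-Arfgap1 wells (100%) versus DMSO full-reaction wells (0%); Replication: single well per compound.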
KLK7 zymogen act: proKLK7 zymogen activators, primary screen, biochemical, fluorescence intensity; Kallikrein-7 (Homo sapiens), P49862; purified proKLK7, EDANS-DABCYL substrate fluorescence; 100% is mature enzyme control, 0% vehicle; activation, % at 7 µM; actives 0.9% (n = 370,000); AID 652039, 2013;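 active = activation above the mean of all tested compounds plus 3 SD, computed per campaign excluding outliers beyond control limits, cut at about 13% in these data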
Tn7 DDE FP: inhibitors of Tn7 peptide binding to fibrin DD(E), primary screen, biochemical, fluorescence polarization, human fibrin, Tn7 probe. Fibrinogen beta chain (Homo sapiens), P02675. FP displacement of FITC-Tn7 peptide from fibrin DD(E); 0% = median of compound wells per plate. inhibition, % at 8.3 µM. actives 0.13% (n = 370,000). AID 720508, 2013;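 active = inhibition above the mean of compounds falling within the control limits plus 3 SD of them, cut at about 14% in these data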;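 note: 0% = plate median of compound wells and 100% = 10 µM Aha-Tn7 peptide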
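assay system = human clot-derived fibrin DD(E) complex | quantity = Fibrin-DD(E) at 2 µM final | timing = 10 min preincubation, 3 h with tracer, room temperature | signal = fluorescence polarization | measure = percent inhibition | benchmarks = high control wells with 10 µM unlabelled Aha-Tn7 peptide (full inhibition) | replicates = singlicate testing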
* hit, by the source's call; & = joins results of further samples. No enrichment for hits; about 4.1% have a hit in one of these screens.

#1 CCOC(=O)NC(NC(=S)Nc1ccc(OC)cc1)C(Cl)(Cl)Cl (stereo not given)
#2 O=C(NC1c2ccccc2Oc2ccccc21)c1ccc([N+](=O)[O-])cc1
#3 Clc1ccccc1Cn1nc(-c2ccccc2)nc1-c1ccccc1
#4 O=C(NCCN1CCOCC1)c1ccc(NS(=O)(=O)c2cccc([N+](=O)[O-])c2)cc1
#5 O=C(NNC(=O)c1ccc(Cl)s1)c1csc(N2CCOCC2)n1
#6 C/C(=N\NC(=O)COc1ccc(C#N)cc1)c1ccccc1OC(F)F
#7 Cc1ccc2c(ccn3cc4c(c(=O)n(C)c(=O)n4C)c23)c1
#8 CCCCC1(Br)C(=O)N(c2ccccc2)N(c2ccccc2)C1=O
#9 CC1CCCN(CC(=O)NC(=O)NC2CCCCC2)C1 (stereo not given)
#10 Cc1cc(N2CCCCC2)nc2ccccc12
entry no. | 1 | 2 | 3 | 4 | 5 | 6 | 7 | 8 | 9 | 10
UHRF1 binding | 0 | 1 | -3 | -1 | 0 | 3 | 5 | -2 | -1 | 2&1
PLC-gamma1 inh | 0 | 0 | 2 | -2 | -1 | 3 | -7 | -5 | 2 | -2&-15
MBD2 inh | -2 | 0 | 3 | -2 | -1 | 1 | -4 | -2 | -2 | 3&-3
PLCb3 inh | -1 | 4 | -1 | -3 | -7 | 5 | -18 | -10 | -4 | -1&-20
ASAP1 inh | 1 | -1 | 3 | -4 | -4 | -2 | 1 | -12 | 12 | -5
DDE Tn6 FP inh | 2 | -1 | 5 | 6 | -6 | 6 | -5 | -2 | -1 | 0&7
ADAM17 inh | 1 | 3 | 1 | -6 | 0 | 2 | -7 | 2 | 0 | -11&-69
ARFGAP1 inhibitor | 5 | -6 | -6 | 5 | 8 | 13 | -7 | -7 | 2 | -15
KLK7 zymogen act | 0.3 | -1.0 | -0.1 | -0.2 | -1.3 | 0.0 | -0.6 | 0.0 | 0.1 | -0.5
Tn7 DDE FP | 3 | -3 | 8 | 4 | -10 | 0 | -3 | -8 | 3 | 2&-2

Records 8 through 10 of the list above:
#8 CCCCC1(Br)C(=O)N(c2ccccc2)N(c2ccccc2)C1=O
#9 CC1CCCN(CC(=O)NC(=O)NC2CCCCC2)C1 (stereo not given)
#10 Cc1cc(N2CCCCC2)nc2ccccc12
entry no. | 8 | 9 | 10
UHRF1 binding | -2 | -1 | 2&1
PLC-gamma1 inh | -5 | 2 | -2&-15
MBD2 inh | -2 | -2 | 3&-3
PLCb3 inh | -10 | -4 | -1&-20
ASAP1 inh | -12 | 12 | -5
DDE Tn6 FP inh | -2 | -1 | 0&7
ADAM17 inh | 2 | 0 | -11&-69
ARFGAP1 inhibitor | -7 | 2 | -15
KLK7 zymogen act | 0.0 | 0.1 | -0.5
Tn7 DDE FP | -8 | 3 | 2&-2

(more compounds)
#11 O=C(CSc1nc2ccc([N+](=O)[O-])cc2s1)c1ccc2ccccc2c1
#12 Cc1[nH]c(=O)[nH]c(=O)c1N(C)C
#13 CCOC(=O)c1cnc2c(C)cc(Cl)cc2c1NCCCN1CCOCC1
#14 CCCN1CCN(C(=O)CCCNC(=O)Cn2cnc3sc(C)c(C)c3c2=O)CC1
#15 CC(C)CCC(CCN1CCCC1)c1ccc2c(c1)OCO2 (stereo not given)
#16 CC(=O)c1sc(NC(=O)CCS(=O)(=O)c2ccc(Cl)cc2)nc1C
#17 O=C(/C(=C/O)N=Nc1ccccc1)c1ccncc1
#18 COc1cnc(SCC(=O)O)[nH]c1=O
#19 CCOC(=O)C1CCN(C(c2cc3ccc(C)c(C)c3[nH]c2=O)c2nnnn2C2CCCCC2)CC1 (stereo not given)
#20 CC(Oc1ccccc1)C(=O)Nc1cccc(NC(=O)c2ccco2)c1 (stereo not given)
entry no. | 11 | 12 | 13 | 14 | 15 | 16 | 17 | 18 | 19 | 20
UHRF1 binding | 5 | 0 | 6 | 9 | -2 | 0 | -5 | -2 | -5 | 4
PLC-gamma1 inh | -1 | -1 | -5 | 2 | -2 | -1 | 6 | -1 | -20 | 11*
MBD2 inh | 0 | -3 | 5 | -4 | -3 | 1 | -8 | -5 | -7 | -7
PLCb3 inh | -6 | 3 | -5 | 3 | -4 | -4 | 8 | 1 | -33 | 6
ASAP1 inh | -2 | 1 | 2 | -5 | -5 | -3 | 0 | 6 | 7 | -7
DDE Tn6 FP inh | -4 | 6 | 8 | 0 | 3 | 5 | -8 | 7 | 0 | -5
ADAM17 inh | 0 | -2 | -3 | 0 | -2 | 2 | 2 | 0 | -10 | 7
ARFGAP1 inhibitor | 1 | 3 | -8 | 2 | 10 | 3 | 6 | 8 | 3 | -2
KLK7 zymogen act | 0.4 | -0.2 | 0.1 | 0.0 | 0.4 | -0.1 | 0.4 | -0.1 | 8.5 | -0.4
Tn7 DDE FP | -7 | -5 | 2 | 6 | 2 | -1 | 3 | 1 | -5 | 9

Compound profiles, from the list above.
O=C(/C(=C/O)N=Nc1ccccc1)c1ccncc1 is entered as UHRF1 binding = -5; PLC-gamma1 inh = 6; MBD2 inh = -8; PLCb3 inh = 8; ASAP1 inh = 0; DDE Tn6 FP inh = -8; ADAM17 inh = 2; ARFGAP1 inhibitor = 6; KLK7 zymogen act = 0.4; Tn7 DDE FP = 3
COc1cnc(SCC(=O)O)[nH]c1=O is entered as UHRF1 binding = -2; PLC-gamma1 inh = -1; MBD2 inh = -5; PLCb3 inh = 1; ASAP1 inh = 6; DDE Tn6 FP inh = 7; ADAM17 inh = 0; ARFGAP1 inhibitor = 8; KLK7 zymogen act = -0.1; Tn7 DDE FP = 1

Next part.
#21 COc1ccc(/C=N/NC(=O)Cn2nnc3ccccc32)cc1OC
#22 COCCn1nnnc1C(c1ccccc1OC)N1CCN(c2ccccc2F)CC1 (stereo not given)
#23 COc1ccc(-c2nc(Cn3c(SCc4ccc(C)cc4)nc4ccncc43)c(C)o2)cc1OC
#24 O=C(NC1CC2CCC(C1)N2Cc1ccco1)c1ccccc1 (stereo not given)
#25 CCCCn1c(N)c(N(CC)C(=O)c2cc(Br)ccc2Cl)c(=O)[nH]c1=O
#26 Cc1cc(C)nc(NC(=O)c2ccc([N+](=O)[O-])c(C)c2)n1
#27 COc1ccc(CNC(=O)CN2C(=O)CSc3ccc(S(=O)(=O)N4CCCCC4)cc32)cc1
#28 CNC(=S)N1CCC(NC(=O)C23CC4CC(CC(C4)C2)C3)CC1
#29 Cc1cccc(C)c1NC(=O)Cn1nnc(C(=O)Nc2ccc(F)cc2F)c1N
#30 COc1ccccc1N1CCN(C(CNS(=O)(=O)c2ccccc2)c2ccccc2)CC1 (stereo not given)
entry no. | 21 | 22 | 23 | 24 | 25 | 26 | 27 | 28 | 29 | 30
UHRF1 binding | -4 | -3 | 3 | 3 | 1 | 1 | 0 | 3 | -3 | -3
PLC-gamma1 inh | -1 | 1 | -5 | -3 | 2 | 1 | 2 | 3 | 0 | 5
MBD2 inh | -5 | -2 | 0 | 5 | -2 | -6 | -3 | 2 | -3 | 0
PLCb3 inh | 2 | -1 | -6 | 7 | -1 | -3 | -3 | 2 | -5 | -3
ASAP1 inh | 7 | -8 | 2 | 1 | -12 | -5 | -2 | -15 | -6 | -8
DDE Tn6 FP inh | 0 | 8 | -2 | 5 | 9 | 1 | 3 | 1 | -2 | -8
ADAM17 inh | 4 | -5 | 1 | 2 | -3 | -3 | -2 | -1 | 2 | -1
ARFGAP1 inhibitor | -4 | -10 | -11 | 6 | -7 | -3 | -6 | 6 | -3 | 6
KLK7 zymogen act | -0.3 | -0.1 | -1.8 | 0.2 | -0.9 | 0.0 | -0.6 | 0.3 | -0.6 | 0.9
Tn7 DDE FP | -9 | 0 | -3 | -5 | 2 | 1 | 0 | -3 | 1 | 5

#31 CN(C)CCNc1ncnc2ccccc12
#32 O=C(NC(Cc1ccccc1)C(=O)O)/C(=C\c1ccc(Br)cc1)NC(=O)c1ccc(Br)o1 (stereo not given)
#33 CCOC(=O)C1=CCC(c2ccccc2C)N(S(=O)(=O)c2ccc(C)cc2)C1 (stereo not given)
#34 CCOC(=O)c1c(C)nc2sc(C(N)=O)c(N)c2c1-c1ccc(OC)cc1
#35 CC1CCCC(C)N1C(=O)COc1ccc(C(=O)N/N=C/c2ccc(C(=O)O)cc2)cc1 (stereo not given)
#36 O=C(NCc1ccccc1)C1=C[C@H](c2csc3ccccc23)C[C@H](OCCCCO)O1
#37 CC(C(=O)NCCCN1CCOCC1)n1cccc1C(=O)c1ccccc1 (stereo not given)
#38 COc1cc(NC(=O)c2ccc3c(c2)OCCO3)ccc1NC(=O)c1cccs1
#39 NS(=O)(=O)c1ccc(CCNC(=O)CSc2cccs2)cc1
#40 CCOc1ccc(C(CN2CCOCC2)C(C)=O)cc1OC (stereo not given)
#41 O=C(COc1ccccc1C(=O)Nc1ccccc1)c1ccc(F)cc1
#42 O=C(CN1C(=O)C2CC=CCC2C1=O)Nc1ccc(Br)cc1 (stereo not given)
entry no. | 31 | 32 | 33 | 34 | 35 | 36 | 37 | 38 | 39 | 40 | 41 | 42
UHRF1 binding | 3 | 0 | -1 | -3 | -2 | 1 | -1 | 6 | 2 | 0 | 0 | 0
PLC-gamma1 inh | -2 | -13 | 2 | -317 | 4 | -9 | -1 | -8 | 1 | 2 | 2 | 2
MBD2 inh | -2 | -6 | 6 | 1 | 1 | 3 | -2 | 11 | 3 | 0 | -4 | 0
PLCb3 inh | -8 | -26 | -7 | -322 | 4 | -11 | 0 | -14 | -8 | 1 | -1 | 0
ASAP1 inh | 2 | -3 | -5 | -1 | -14 | 3 | 2 | 4 | -12 | 1 | 0 | 9
DDE Tn6 FP inh | 1 | 1 | -1 | 2 | 1 | -11 | 3 | -13 | 2 | 2 | 1 | -1
ADAM17 inh | 0 | -2 | 2 | 2 | -1 | -3 | -3 | -3 | -4 | 0 | -5 | -1
ARFGAP1 inhibitor | 8 | 4 | 5 | 3 | 5 | -9 | 0 | 6 | 0 | 1 | 4 | 9
KLK7 zymogen act | 0.3 | -0.4 | 0.8 | 0.8 | 0.4 | -0.4 | -0.3 | 0.7 | 0.7 | 0.6 | -1.0 | 0.2
Tn7 DDE FP | -2 | 1 | 4 | 9 | 5 | -2 | 0 | -2 | 6 | -2 | 1 | -2
